PKA-R2B activ = activators of human PKA-R2B complex; P22694+P31323; PKA-R2B holoenzyme dissociation, Cy5-IP20 fluorescence polarization; R2B truncated from residue 108, S112A mutant; 0% DMSO only, 100% 113 µM cGMP; activation, % at 11.4 µM; 340,000 compounds, 0.079% hits; AID 504700;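 active = activation above a cutoff set at the mean over all compounds plus 3 SD, cut at about 18% in these data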;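 also: higher means more holoenzyme dissociation and a rise in polarization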
Target sequence (P31323 whole entry, looked up, other chains not shown, the tested form may be a part): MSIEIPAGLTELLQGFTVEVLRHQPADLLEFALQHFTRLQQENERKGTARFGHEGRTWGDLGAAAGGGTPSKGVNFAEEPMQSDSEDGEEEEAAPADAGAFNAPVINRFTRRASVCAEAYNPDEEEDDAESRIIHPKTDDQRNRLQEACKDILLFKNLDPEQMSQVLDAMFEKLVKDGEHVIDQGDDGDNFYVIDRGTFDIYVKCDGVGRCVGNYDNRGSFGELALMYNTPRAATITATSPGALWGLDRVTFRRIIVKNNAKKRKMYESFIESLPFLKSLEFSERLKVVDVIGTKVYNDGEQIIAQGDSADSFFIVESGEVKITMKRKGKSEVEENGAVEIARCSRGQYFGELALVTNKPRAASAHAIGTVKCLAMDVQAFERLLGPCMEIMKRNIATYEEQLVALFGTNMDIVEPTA
dFosB activator = mouse delta FosB homodimer activation. purified delta FosB, TAMRA-CDK5 oligo fluorescence polarization; percent of positive-control signal above neutral wells. activation, % at 25 µM. 340,000 compounds, 0.99% hits;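 active = mean activation above about 17%, with every replicate also reaching it, limit read from the data, passing the limit was not always enough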;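 also: fluorescence polarization rise as delta FosB binds a TAMRA Cdk5 AP-1 oligo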
PKA-R1A act = activates the PKA-R1A holoenzyme complex; AID 504707; activation, % at 11.4 µM; P00514+P68181; PKA-R1A dissociation, Cy5-IP20 fluorescence polarization; scaled: DMSO 0%, 113 µM cGMP 100%; 340,000 compounds, 0.083% hits;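 active = percent activation above the mean of all tested compounds plus 3 SD, cut at about 19% in these data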;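 also: higher means more PKAc released from R1A so a rise in polarization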
SR-BI uptake up = SR-BI HDL lipid transfer activation | 320,000 compounds, 0.096% hits | activation, % at 12.5 µM | CHO ldlA[mSR-BI] cells, DiI-HDL uptake fluorescence, 3 h; 100 = double the neutral-control signal | AID 504775;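 active = mean replicate activation of at least 60% and every replicate at or above 60%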;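 also: 0% = median plate neutral-control signal and 100% = twice that signal; values of inactives mirror those of a sister screen read the other way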
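System: LDL receptor-deficient CHO ldlA cells overexpressing murine SR-BI | Timing: 3 h uptake period with compound, 37 °C | Medium: HEPES-buffered (25 mM, pH 7.4) F12 plus 0.5% BSA | Dosing: Single-point compound dose | Signal: Bottom-read fluorescence, 550/595 nm | Read-out: Retained DiI signal reflecting DiI-HDL uptake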
DSG3 Ab inh = human desmoglein-3 autoantibody binding inhibition; binding (percent of control), % at 10 µM; 310,000 compounds, 0.48% hits; P32926; DSG3-coupled beads, scFv-anti-DSG3-GFP binding, flow cytometry; stronger effect = lower value; AID 588358;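 active = binding more than 3 SD below its plate's average and above zero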;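 also: hits lower antibody fragment binding to DSG3; some compounds called inactive have numbers as strong as hits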
CDK5 inh = CDK5/p35 (human) kinase inhibition. Q00535+Q15078. Recombinant CDK5/p35, ADP-Glo luminescence, 60 min. inhibition, % at 10 µM. 330,000 compounds, 0.01% hits. AID 488839;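 active = highest replicate inhibition of at least 50% and at least 75% of replicates reaching 50%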;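 also: plate controls were DMSO neutral control for no effect and GW8510 at 10 µM for full effect; many of its hits are not listed in these tables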
Target sequence (Q00535 whole entry, looked up): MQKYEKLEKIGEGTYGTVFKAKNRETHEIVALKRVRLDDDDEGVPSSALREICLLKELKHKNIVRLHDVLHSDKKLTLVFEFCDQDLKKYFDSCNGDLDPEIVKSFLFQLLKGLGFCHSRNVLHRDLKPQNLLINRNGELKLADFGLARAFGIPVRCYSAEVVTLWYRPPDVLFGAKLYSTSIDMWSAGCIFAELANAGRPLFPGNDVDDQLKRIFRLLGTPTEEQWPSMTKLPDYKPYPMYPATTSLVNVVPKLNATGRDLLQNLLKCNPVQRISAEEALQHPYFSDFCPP
Target sequence (Q15078 whole entry, looked up): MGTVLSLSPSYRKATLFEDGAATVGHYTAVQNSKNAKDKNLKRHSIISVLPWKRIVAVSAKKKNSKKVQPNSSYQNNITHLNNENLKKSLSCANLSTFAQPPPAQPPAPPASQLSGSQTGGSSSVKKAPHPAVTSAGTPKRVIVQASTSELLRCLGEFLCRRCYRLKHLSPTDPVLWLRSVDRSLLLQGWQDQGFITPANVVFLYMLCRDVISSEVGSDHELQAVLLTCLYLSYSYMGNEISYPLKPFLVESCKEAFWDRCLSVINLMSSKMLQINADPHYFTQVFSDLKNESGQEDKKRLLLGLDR
MITF act = increases MITF-driven TRPM1 promoter luciferase signal; activation, % at 12.5 µM; 300,000 compounds, 0.75% hits; SK-MEL-5 TRPM1-promoter luciferase, 24 h; % of positive control, neutral wells = 0;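 active = mean activation of at least 80% with every replicate also reaching 80%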;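 also: 0% = neutral control wells and 100% = parthenolide positive control wells; values of inactives mirror those of a sister screen read the other way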
Arr AP2 block = inhibitors of human beta-arrestin and AP2 interaction; inhibition, % at 10 µM; 340,000 compounds, 0.31% hits; FITC-arrestin peptide / GST-AP2 beads, flow cytometry; AP2 beta2 appendage carries R879A mutation; AID 504490;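 active = inhibition above a set limit, near 3 SD of compounds lacking own fluorescence, cut at about 54% in these data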;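 also: plate controls were DMSO wells for no effect and 5 µM unlabelled arrestin peptide for full effect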
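System: GST-tagged AP2 beta2-adaptin appendage (R879A) on 4 µm glutathione beads / Reagent: FITC-arrestin peptide, 50 nM / Detection: HyperCyt-sampled flow cytometry, FL1 channel, ex 488/em 535 nm / Timing: 12 min plus 1 h, RT / Buffer or medium: PBS plus Tween 20 (0.05%) and BSA (0.1%)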
Mot1-301 SUMO = blocks SUMOylation pathway, rescuing yeast Mot1-301 growth; growth rescue, % at 18.8 µM; S. cerevisiae Mot1-301 growth rescue, ATP luminescence, 38.5C; percent above DMSO median, 100 means doubled; 320,000 compounds, 1% hits;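 active = every valid replicate shows activation above 250% relative to neutral control wells; inactive = the rest, any valid replicate at or below 250%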;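 also: OY570 slx delta 5 strain wells were the positive control but not used for scaling; some compounds called inactive have numbers as strong as hits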
SR-BI DiI inh = mouse SR-BI HDL lipid transfer inhibition | Q61009 | ldlA[mSR-BI] CHO cells, DiI-HDL uptake fluorescence, 3 h | inhibition, % at 12.5 µM | 320,000 compounds, 0.96% hits | AID 488896;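 active = mean replicate inhibition of at least 70% and a set share of replicates each scoring 70 or more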;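 also: 0% = median of neutral control wells and 100% = median of positive control wells; values of inactives mirror those of a sister screen read the other way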
NSD2 inh = inhibitors of human histone methyltransferase NSD2. NSD2 peptide methylation, AlphaScreen, 120 min. O96028. inhibition, % at 12.5 µM. 310,000 compounds, 0.54% hits. AID 743445; in the data active = inhibition above about 50%
Numbers without * were called inactive.

How did Cc1ccc(/C=N/NC(=O)CC2N=C(Cc3ccccc3)NNC2=O)cc1 (centres undefined) do in these assays?
PKA-R2B activ: 4; dFosB activator: -10; PKA-R1A act: 4; SR-BI uptake up: 10; DSG3 Ab inh: 102; CDK5 inh: -1.4; MITF act: -12; Arr AP2 block: 38; Mot1-301 SUMO: -7; SR-BI DiI inh: -10; NSD2 inh: 1

What do the screens show for `C#CCN1C(=O)C(O)(CC(=O)c2ccc(OC)c(OC)c2)c2ccccc21` (centres undefined)?
PKA-R2B activ: -9; dFosB activator: 1; PKA-R1A act: -3; SR-BI uptake up: 12; CDK5 inh: 0.7; Arr AP2 block: -3; Mot1-301 SUMO: 166; SR-BI DiI inh: 0; NSD2 inh: -3

What do the screens show for `O=C(Nc1nccs1)C1CCCCN1S(=O)(=O)c1ccccc1` (centres undefined)?
PKA-R2B activ: 2; dFosB activator: 0; PKA-R1A act: -3; DSG3 Ab inh: 87; CDK5 inh: -0.6; MITF act: -5; Arr AP2 block: 2; NSD2 inh: 0

Results for CN1C2CCC1CC(NC(=O)CSCc1ccc(Cl)cc1Cl)C2 (centres undefined) ?
PKA-R2B activ: -21; dFosB activator: -5; PKA-R1A act: -9; SR-BI uptake up: -4; DSG3 Ab inh: 111; CDK5 inh: -1.0; Arr AP2 block: -19; Mot1-301 SUMO: 17; SR-BI DiI inh: 4; NSD2 inh: 0

What do the screens show for `N=c1sccn1CC(=O)Nc1ccc([N+](=O)[O-])cc1Cl`?
PKA-R2B activ: -10; dFosB activator: 1; PKA-R1A act: -5; DSG3 Ab inh: 91; CDK5 inh: -0.4; MITF act: 8; Arr AP2 block: 1; Mot1-301 SUMO: -17; NSD2 inh: 5

Results for COc1ccc(NC(=O)c2cccc3cccnc23)cc1S(N)(=O)=O ?
PKA-R2B activ: -1; dFosB activator: -8; PKA-R1A act: -8; SR-BI uptake up: -17; DSG3 Ab inh: 100; CDK5 inh: -0.9; MITF act: 23; Arr AP2 block: 1; Mot1-301 SUMO: 86; SR-BI DiI inh: 17; NSD2 inh: -1

What do the screens show for `O=C(NCCN1CCCCC1)Nc1cccc(F)c1`?
PKA-R2B activ: 1; dFosB activator: 0; PKA-R1A act: -7; DSG3 Ab inh: 99; CDK5 inh: 0.0; MITF act: 5; Arr AP2 block: 14; Mot1-301 SUMO: 3; NSD2 inh: -1

What do the screens show for `CCCOc1ccc(C(=O)N2CCCC2C(=O)O)cc1` (centres undefined)?
PKA-R2B activ: 4; dFosB activator: -3; PKA-R1A act: -3; SR-BI uptake up: 10; DSG3 Ab inh: 119; CDK5 inh: 0.9; MITF act: -4; Arr AP2 block: 4; Mot1-301 SUMO: 157; SR-BI DiI inh: -10; NSD2 inh: 24

What do the screens show for `NCC12CC3CC(C1)CC(CN)(C3)C2`?
PKA-R2B activ: -2; dFosB activator: 3; PKA-R1A act: -8; SR-BI uptake up: -6; DSG3 Ab inh: 108; CDK5 inh: 5.0; MITF act: -3; Arr AP2 block: 4; Mot1-301 SUMO: 11; SR-BI DiI inh: 6; NSD2 inh: 1

Results for NS(=O)(=O)c1ccc(NC(=O)COC(=O)COc2ccc(Cl)cc2)cc1 ?
PKA-R2B activ: -8; dFosB activator: -7; PKA-R1A act: -4; SR-BI uptake up: 12; DSG3 Ab inh: 68; CDK5 inh: 0.3; MITF act: -1; Arr AP2 block: -5; Mot1-301 SUMO: -19; SR-BI DiI inh: -12; NSD2 inh: -1

How did Cc1cc(C)cc(NC(=O)/C=C/c2ccc([N+](=O)[O-])s2)c1 do in these assays?
PKA-R2B activ: 1; dFosB activator: -9; PKA-R1A act: -7; SR-BI uptake up: -34; DSG3 Ab inh: 101; CDK5 inh: 0.8; MITF act: -8; Arr AP2 block: 23; Mot1-301 SUMO: -9; SR-BI DiI inh: 34; NSD2 inh: -5

How did CC(=O)c1ccc(S(=O)(=O)Nc2ccc(C(=O)NCC(c3cccs3)N3CCOCC3)cc2)cc1 (centres undefined) do in these assays?
PKA-R2B activ: -9; dFosB activator: -17; PKA-R1A act: -12; SR-BI uptake up: -13; DSG3 Ab inh: 100; CDK5 inh: -1.7; MITF act: -8; Arr AP2 block: 9; Mot1-301 SUMO: 4; SR-BI DiI inh: 13

Results for CCCCOc1cc(CC2CNC(=O)N2)ccc1OC (centres undefined) ?
PKA-R2B activ: -4; dFosB activator: -6; PKA-R1A act: -4; SR-BI uptake up: 2; DSG3 Ab inh: 106; CDK5 inh: 1.4; MITF act: 1; Arr AP2 block: 0; Mot1-301 SUMO: 3; SR-BI DiI inh: -2

How did OCCC1CN(CCCn2cccn2)CCN1Cc1ccccc1 (centres undefined) do in these assays?
PKA-R2B activ: -6; dFosB activator: 5; PKA-R1A act: 2; SR-BI uptake up: 21; DSG3 Ab inh: 105; CDK5 inh: -0.8; MITF act: 8; Arr AP2 block: 0; Mot1-301 SUMO: -14; SR-BI DiI inh: -21; NSD2 inh: 0

How did CCOC(=O)C(C)Sc1ncnc2c1c(-c1ccccc1)cn2-c1ccc(OC)cc1 (centres undefined) do in these assays?
PKA-R2B activ: -6; dFosB activator: 3; PKA-R1A act: -10; SR-BI uptake up: -29; DSG3 Ab inh: 100; CDK5 inh: 0.4; MITF act: -3; Arr AP2 block: -23; Mot1-301 SUMO: -24; SR-BI DiI inh: 29; NSD2 inh: -1

The final two entries of the part above lead into the next.
How did OCCC1CN(CCCn2cccn2)CCN1Cc1ccccc1 (centres undefined) do in these assays?
PKA-R2B activ: -6; dFosB activator: 5; PKA-R1A act: 2; SR-BI uptake up: 21; DSG3 Ab inh: 105; CDK5 inh: -0.8; MITF act: 8; Arr AP2 block: 0; Mot1-301 SUMO: -14; SR-BI DiI inh: -21; NSD2 inh: 0

How did CCOC(=O)C(C)Sc1ncnc2c1c(-c1ccccc1)cn2-c1ccc(OC)cc1 (centres undefined) do in these assays?
PKA-R2B activ: -6; dFosB activator: 3; PKA-R1A act: -10; SR-BI uptake up: -29; DSG3 Ab inh: 100; CDK5 inh: 0.4; MITF act: -3; Arr AP2 block: -23; Mot1-301 SUMO: -24; SR-BI DiI inh: 29; NSD2 inh: -1

How did Cc1nc(CNS(=O)(=O)c2ccc(Oc3ccccc3)cc2)cs1 do in these assays?
PKA-R2B activ: 1; dFosB activator: -2; PKA-R1A act: -9; SR-BI uptake up: -4; DSG3 Ab inh: 101; CDK5 inh: 0.4; MITF act: 1; Arr AP2 block: -11; Mot1-301 SUMO: -4; SR-BI DiI inh: 4; NSD2 inh: -4

Results for COc1cc(C)ccc1OCCOCCOc1ccccc1Br ?
PKA-R2B activ: -10; dFosB activator: -1; PKA-R1A act: -13; SR-BI uptake up: 17; DSG3 Ab inh: 99; CDK5 inh: 1.0; MITF act: 8; Arr AP2 block: 26; Mot1-301 SUMO: -4; SR-BI DiI inh: -17; NSD2 inh: -3

How did Cc1cc(OCC(=O)NC(C)C)ccc1Cl do in these assays?
PKA-R2B activ: 5; dFosB activator: -2; PKA-R1A act: -6; SR-BI uptake up: 22; DSG3 Ab inh: 105; CDK5 inh: 0.4; MITF act: 4; Arr AP2 block: 10; Mot1-301 SUMO: 3; SR-BI DiI inh: -22; NSD2 inh: 25

How did Cc1ccc(S(=O)(=O)NC2c3cccc4cccc(c34)C2Sc2nc(C)cc(C)n2)cc1 (centres undefined) do in these assays?
PKA-R2B activ: -5; dFosB activator: -1; PKA-R1A act: -9; SR-BI uptake up: -41; DSG3 Ab inh: 84; CDK5 inh: 0.5; MITF act: -11; Arr AP2 block: 2; Mot1-301 SUMO: 13; SR-BI DiI inh: 41; NSD2 inh: -1

How did CN1CCN(c2nnc(-c3cccs3)c3ccccc23)CC1 do in these assays?
PKA-R2B activ: -13; dFosB activator: -9; PKA-R1A act: 4; SR-BI uptake up: -8; DSG3 Ab inh: 103; CDK5 inh: -1.1; MITF act: 9; Arr AP2 block: -46; Mot1-301 SUMO: -17; SR-BI DiI inh: 8; NSD2 inh: 14

How did CCOC(=O)c1ccc(NC(=O)CN2C(=O)CN(C(C)=O)C2=S)cc1 do in these assays?
PKA-R2B activ: -2; dFosB activator: 2; PKA-R1A act: 14; SR-BI uptake up: 15; DSG3 Ab inh: 110; CDK5 inh: -0.8; Arr AP2 block: 18; Mot1-301 SUMO: 370; SR-BI DiI inh: -15; NSD2 inh: 0

How did Cn1cccc1-c1cc(C(=O)N/N=C/c2ccccc2Cl)[nH]n1 do in these assays?
PKA-R2B activ: 9; dFosB activator: -9; PKA-R1A act: -7; SR-BI uptake up: -62; DSG3 Ab inh: 102; CDK5 inh: -0.4; MITF act: 86*; Arr AP2 block: -2; Mot1-301 SUMO: 112; SR-BI DiI inh: 62

How did COc1ccc(N(CC(=O)N2c3ccccc3CC2C)S(=O)(=O)c2c(C)nn(C)c2C)cc1 (centres undefined) do in these assays?
PKA-R2B activ: 4; dFosB activator: -7; PKA-R1A act: 5; SR-BI uptake up: 10; DSG3 Ab inh: 99; CDK5 inh: -3.3; Arr AP2 block: -2; Mot1-301 SUMO: 16; SR-BI DiI inh: -10

Results for COc1ccc(CNS(=O)(=O)c2ccc3c(c2)N(C(C)=O)CC(C)S3)cc1 (centres undefined) ?
PKA-R2B activ: -2; dFosB activator: -2; PKA-R1A act: 1; SR-BI uptake up: 3; DSG3 Ab inh: 99; CDK5 inh: 1.1; MITF act: -24; Arr AP2 block: 0; Mot1-301 SUMO: -11; SR-BI DiI inh: -3; NSD2 inh: 0

How did CCCn1c(SCC(=O)N2CCOCC2)nnc1-c1ccncc1 do in these assays?
PKA-R2B activ: -11; dFosB activator: -9; PKA-R1A act: 6; SR-BI uptake up: 29; DSG3 Ab inh: 108; CDK5 inh: 0.7; MITF act: 1; Arr AP2 block: 16; Mot1-301 SUMO: -16; SR-BI DiI inh: -29; NSD2 inh: -4

Bioassay records from PubChem BioAssay.
